PP5 primary = PP5 phosphatase inhibitors, primary screen, biochemical, fluorescence. inhibition, % at 6.7 µM. actives 0.18% (n = 320,000). Serine/threonine-protein phosphatase 5 (Homo sapiens), P53041. purified PP5c, OMFP substrate fluorescence;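 active = inhibition above the campaign's mean inhibition across all tested compounds plus 3 SD, cut at about 9.5% in these data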;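 also: 0% = DMSO only and 100% = 100 µM cantharidin control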
core dimer inh = inhibitors of HCV core protein dimerization, primary screen, biochemical, TR-FRET, high-throughput. actives 0.33% (n = 300,000). AID 1899, 2009. TR-FRET GST/Flag-core106 dimerization, 1536-well. inhibition, % at 5 µM;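 active = inhibition above the mean of all tested compounds plus 3 SD, set per screening campaign, cut at about 45% in these data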
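assay system = GST-tagged and Flag-tagged HCV core protein residues 1-106 | controls = unlabelled core106 and no-GST-core106 wells | incubation = compound-protein-antibody incubation 4 h at 22.5 °C | probe or stimulus = Eu donor and XL665 acceptor anti-tag antibodies | read-out = % inhibition based on acceptor/donor emission ratio | signal = TR-FRET 671 and 617 nm emission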
GRK2 aptamer HTS = compounds blocking aptamer binding on GRK2 – biochemical, human GRK2, bead flow cytometry, HTS, primary screen. FAM-aptamer displacement from GRK2. inhibition of aptamer binding, % at 10 µM. actives 0.59% (n = 330,000);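 active = inhibition of aptamer binding above 40%, roughly 3 SD of noise, on plates passing a quality check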;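 also: median bead fluorescence of bound FAM aptamer so fluorescent compounds give negative values; no value below 0 was filed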
Target sequence (P25098 whole entry, looked up): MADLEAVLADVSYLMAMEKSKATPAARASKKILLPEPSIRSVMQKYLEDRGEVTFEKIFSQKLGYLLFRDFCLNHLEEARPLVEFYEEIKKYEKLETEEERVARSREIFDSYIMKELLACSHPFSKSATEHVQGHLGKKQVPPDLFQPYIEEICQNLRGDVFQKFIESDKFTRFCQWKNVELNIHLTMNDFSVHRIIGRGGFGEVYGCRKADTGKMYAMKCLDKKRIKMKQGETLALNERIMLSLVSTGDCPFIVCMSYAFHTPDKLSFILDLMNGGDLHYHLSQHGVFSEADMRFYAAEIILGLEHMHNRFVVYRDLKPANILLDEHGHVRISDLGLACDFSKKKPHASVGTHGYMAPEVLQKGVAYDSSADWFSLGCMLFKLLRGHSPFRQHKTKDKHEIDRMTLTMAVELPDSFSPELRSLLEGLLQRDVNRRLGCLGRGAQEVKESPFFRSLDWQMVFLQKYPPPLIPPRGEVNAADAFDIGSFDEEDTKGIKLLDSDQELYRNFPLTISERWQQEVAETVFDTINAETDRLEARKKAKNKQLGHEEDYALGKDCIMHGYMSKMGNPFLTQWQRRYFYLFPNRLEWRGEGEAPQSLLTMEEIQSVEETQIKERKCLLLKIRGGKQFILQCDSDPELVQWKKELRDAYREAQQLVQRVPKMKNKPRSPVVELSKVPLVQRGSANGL
VLA-4 inh = inhibition in human VLA-4 binding assay, primary screen, VLA-4 allosteric modulator project, MLPCN library, flow cytometry, VLA-4 expressing cells; ligand binding flow cytometry; inhibition, % (about 7 µM as worked out from the volumes in the protocol); AID 2557, 2010; actives 0.2% (n = 330,000); Integrin alpha-4 (Homo sapiens), P13612; in the data active = inhibition above about 50%
procasp7 counter = procaspase-7 activators, primary screen, counter-screen for procaspase-3 activator project, biochemical, absorbance, HTS, human | AID 463210, 2010 | activation, % at 8.5 µM | Caspase-7 (Homo sapiens), P55210 | recombinant procaspase-7, Ac-DEVD-pNA absorbance 405 nm; D23A/D198A/D206A triple mutant, cannot self-cleave; scale: DMSO 0, 5 µM enzyme 100 | actives 0.093% (n = 330,000);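 active = percent activation above the screen-wide mean plus 3 SD, cut at about 25% in these data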
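Material: Procaspase-7 triple mutant (PC-7 D3A) | Quantity: 2 µM procaspase-7 mutant as dispensed | Reagent: DEVD-pNA substrate | Times: 1 h preincubation, 2 h reaction | Technique: 405 nm absorbance of p-nitroaniline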
PP1 counter = PP1-alpha phosphatase inhibitors, primary screen, counter-screen for PP5 inhibitor project, biochemical, fluorescence, OMFP substrate, single point; Serine/threonine-protein phosphatase PP1-alpha catalytic subunit (Homo sapiens), P62136; purified PP1alpha; inhibition, % at 6.7 µM; actives 0.9% (n = 320,000); AID 2235, 2010;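 active = inhibition above the mean inhibition of all tested compounds plus 3 SD, computed separately for each screening campaign, cut at about 15% in these data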
CTSL1 counter = Fasciola hepatica cathepsin L1 inhibitors, primary screen, counter-screen for PFM18AAP inhibitor project, biochemical, QFRET, fluorogenic peptide substrate; AID 1906, 2009; inhibition, % at 5.96 µM; recombinant F. hepatica cathepsin L1, Z-Leu-Arg-MCA fluorescence; actives 0.49% (n = 300,000);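 active = inhibition above the mean of all tested compounds plus 3 SD, set per screening campaign, cut at about 17% in these data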;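 also: 0% = plate median of test compound wells and 100% = 1 µM Z-Phe-Ala-diazomethylketone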
JMJD2C inh = inhibitors of GASC-1 histone demethylase, primary screen, biochemical, fluorescence, DELFIA europium; inhibition, % at 2.35 µM; GST-JMJD2C(1-420) H3K9me3 demethylation; AID 2099, 2009; actives 0.069% (n = 330,000); Lysine-specific demethylase 4C (Homo sapiens), Q9H3R0;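 active = more than half of a compound's replicate wells show inhibition beyond 50%, single wells judged on their own value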;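 also: signal counts dimethyl H3K9 product captured on neutravidin plate; 0% = median of DMSO wells and 100% = 0.3 times that DMSO median; strong numbers were not always called active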
Target sequence (Q9H3R0 1-420 limits assumed): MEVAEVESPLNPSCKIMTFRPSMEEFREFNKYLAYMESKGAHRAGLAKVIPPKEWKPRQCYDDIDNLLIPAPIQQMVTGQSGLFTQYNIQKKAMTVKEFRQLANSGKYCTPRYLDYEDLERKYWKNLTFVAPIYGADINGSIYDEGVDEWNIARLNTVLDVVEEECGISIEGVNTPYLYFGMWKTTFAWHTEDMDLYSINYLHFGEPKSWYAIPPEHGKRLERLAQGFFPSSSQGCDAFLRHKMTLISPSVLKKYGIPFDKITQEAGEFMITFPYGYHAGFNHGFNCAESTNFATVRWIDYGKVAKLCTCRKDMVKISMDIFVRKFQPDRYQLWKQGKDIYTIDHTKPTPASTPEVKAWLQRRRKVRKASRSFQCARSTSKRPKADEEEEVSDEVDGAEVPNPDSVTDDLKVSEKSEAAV
proCasp3 act = activators of human procaspase-3 D3A mutant, primary screen, biochemical, absorbance, PC-3 D3A mutant, single concentration; activation, % at 8.5 µM; Caspase-3 (Homo sapiens), P42574; recombinant procaspase-3 D3A, Ac-DEVD-pNA absorbance 405 nm; actives 0.11% (n = 330,000);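 active = activation above the mean of all tested compounds plus 3 SD, cut at about 21% in these data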;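 also: 0% = DMSO alone and 100% = DMSO wells spiked with extra 5 µM PC-3 D3A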
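Assay system: Autoprocessing-dead procaspase-3 D3A mutant enzyme; also added: Ac-DEVD-pNA; doses: one concentration, 8.5 µM nominal, 0.8% DMSO; times: 1 h compound preincubation, 2 h substrate hydrolysis at 25 °C; technique: 405 nm absorbance of p-nitroaniline, reads at 0 and 120 min; measure: % activation between DMSO and enzyme-spiked controls; repeats: single replicate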
Starred values were filed as active, the others as inactive; . = not tested or not shown; & = joins results of further samples.

SMILES	PP5 primary	core dimer inh	GRK2 aptamer HTS	VLA-4 inh	procasp7 counter	PP1 counter	CTSL1 counter	JMJD2C inh	proCasp3 act
ON1C(c2ccccc2C(F)(F)F)N(O)[C@H]2CCCC[C@H]21 (some centres undefined)	-0.4	-2	1	32	-3	11	-2	13	-10
O=C(COc1ccccc1)Nc1ccc2c(c1)Cc1cc(NC(=O)COc3ccccc3)ccc1-2	0.8	-4	0	-7	-6	-7	-8	-9	-16
Nc1c(C(=O)NCCc2ccccc2)nnn1Cc1ccccc1	-0.8	0	0	6	5	1	-1	-4	8
Cc1onc(-c2ccccc2Cl)c1C(=O)Nc1ccccc1C(N)=O	-0.3	1	2	0	5	-5	1	-7	3
Cc1nc2c(o1)CCc1ccccc1C2N1CCN(C)CC1 (centres undefined)	4.5&2.3	1&-3	1&5	2&10	1&3	-4&-2	3&0	-3&-1	3&-1
COc1cc(NC(=O)NC2Cc3ccccc3C2)cc(OC)c1	-1.2	5	1	3	6	2	0	2	-7
COc1ccc(NC(=O)CSc2ccc3ccccc3c2)cc1S(=O)(=O)N1CCCCC1	1.2	7	3	-42	3	4	1	-9	-3
Cc1ccc(O)c(-c2cc(C(F)(F)C(F)F)nc(-c3ccccc3)n2)c1	-1.0	-3	0	8	12	1	0	17	9
Cc1cc(C)n2nc(SCC(=O)Nc3ccccc3)nc2n1	-0.5	2	1	-8	8	-6	-1	-6	7
O=C(c1ccccc1NS(=O)(=O)c1ccc(F)cc1)N1CCCC1	0.8	0	2	-2	8	1	-2	6	2
Cc1ccc(C)c(NC(=O)CSc2nnc(CNC(=O)c3ccco3)o2)c1	-0.4	-5	0	5	2	-4	1	-6	5
Clc1cccc(N=C2NN=C(c3ccc4c(c3)OCCO4)CS2)c1	0.3	2	0	-6	-6	4	2	-8	-1
Cc1ccc(-n2ncc3c(SCC(=O)NNC(=O)C(C)C)ncnc32)cc1	1.6	5	97*	5	5	-1	-4	3	-1
O=C(NCc1ccccc1)c1onc(CSc2ccccc2)c1C(=O)NCC1CC1	6.3	-14	2	-8	4	16*	5	4	7
COC(=O)c1ccc(Cl)c(NC(=O)CN(c2ccc3c(c2)OCO3)S(C)(=O)=O)c1	2.8	0	0	-2	-2	0	-1	-2	5
O=C(NCCCN1CCCC1=O)C1CCN(S(=O)(=O)c2ccccc2)CC1	0.1	.	2	38	8	0	.	-1	0
O=C(Cc1c[nH]c2ccccc12)N1CCN(c2ccccc2)CC1	-1.2	0	4	-4	5	-3	-2	5	-2
O=C(CC1CCC1)Nc1cccc2c([N+](=O)[O-])cccc12	2.5	12	1	0	-4	-1	2	22	-7
O=C(CSc1cn[nH]n1)Nc1ccc(Cl)cc1Cl	-1.0	-4	0	6	1	-1	1	6	2
O=C(O)C1=C[C@@H](c2ccc(F)cc2)C[C@@H](OCCCCO)O1	4.0	-6	.	.	-1	2	-3	-4	-1
CCCCN(C(=O)c1c(C)noc1C)c1c(N)n(CCCC)c(=O)[nH]c1=O	0.7	-3	0	-3	5	-2	9	2	-2
O=C(c1ccc(N2CCOCC2)nc1)N1CCCCC1	0.9	-3	3	7	3	-7	1	7	3
O=C(NC1CCSc2ccccc21)c1ccc([N+](=O)[O-])cc1 (centres undefined)	1.3	9	0	-4	-1	0	1	-4	2
O=C(O[C@@H](C(=O)O)[C@@H](OC(=O)c1ccccc1)C(=O)O)c1ccccc1	1.6	.	0	17	10	-3	.	5	1
O=C(COc1ccc(Br)cc1)N1CCN(S(=O)(=O)/C=C/c2ccccc2)CC1	4.6	4	0	-4	-3	0	-1	0	-2

Sorted by the number under VLA-4 inh (smallest number first): 4 of the compounds above
compound	VLA-4 inh
Cc1cc(C)n2nc(SCC(=O)Nc3ccccc3)nc2n1	-8
O=C(COc1ccccc1)Nc1ccc2c(c1)Cc1cc(NC(=O)COc3ccccc3)ccc1-2	-7
Nc1c(C(=O)NCCc2ccccc2)nnn1Cc1ccccc1	6
O=C(NCCCN1CCCC1=O)C1CCN(S(=O)(=O)c2ccccc2)CC1	38

The listing continues.
SMILES	PP5 primary	core dimer inh	GRK2 aptamer HTS	VLA-4 inh	procasp7 counter	PP1 counter	CTSL1 counter	JMJD2C inh	proCasp3 act
CCOC(=O)C1CCN(c2c(NCCCN(CC)c3ccccc3)c(=O)c2=O)CC1	4.0	-2	0	0	-1	5	3	-4&3	1
CC(=O)Nc1ccc(/C=N/NC(=O)c2cccc(S(=O)(=O)N3CCOCC3)c2)cc1	-1.4	0	0	2	-4	2	2	-14	3
Cc1ccc(NC(=O)c2cccc(OCc3c(C)noc3C)c2)cc1S(=O)(=O)Nc1ccccc1Cl	2.7	31	2	5	5	3	4	-3	-7
Nc1ncnc2c1ncn2CCNCCc1ccccc1	1.4	-5	1	0	-7	-2	-4	-41	3
CC(C)=CCN1CCN(Cc2cccn2-c2ccccn2)CC1CCO (centres undefined)	-2.9	4	1	6	5	-2	-1	-6	8
CCCn1c(N)c(Sc2ccccc2[N+](=O)[O-])c(=O)n(CCC)c1=O	2.9	-21	1	-14	1	1	4	-1	-2
Cc1ccc(C(=O)NNC(=O)c2cccc(C)c2)cc1	0.1	1	0	8	1	-6	-3	-1	5
CCOC(=O)Cc1c(C)nc2c(-c3cccc(Br)c3)c[nH]n2c1=O	1.1	7	0	2	0	2	6	6	-2
O=C(Nc1ccccc1)c1sccc1Oc1ccc([N+](=O)[O-])cc1F	0.1	9	0	14	-6	0	1	7	-2
O=C(O)C(Cc1cc(Cl)ccc1Cl)Sc1nc2ccccc2[nH]1 (centres undefined)	0.5	1	2	-6	0	1	0	5	7
O=C(Cn1nnc(-c2ccncc2)n1)NCCc1ccccc1	1.7	8	0	0	-1	2	-1	87	15
COc1cc(/C=C/C(=O)O)cc(S(=O)(=O)NCc2ccco2)c1OC	2.6	-6	1	10	-9	0	2	-4	-2
COc1ccc(/C=C/C(=O)OCC(=O)Nc2cccc(Oc3ccccc3)c2)c(OC)c1	1.4	11	0	9	3	2	-1	19	-4
c1cc(CN2CCCCC2)cc(OCCCNc2nc3ccccc3s2)c1	1.8	-8	0	11	2	2	-8	-3	-1
CCc1cccc2c(SCC(=O)NCC3CCCO3)nc(-c3ccc(F)cc3)nc12 (centres undefined)	0.0	-2	1	19	9	-1	-2	-2	14
NC(=O)CCS(=O)(=O)CCN1CCN(S(=O)(=O)c2ccc3c(c2)CCC3)CC1	2.0	.	2	0	8	-2	.	6	-2
CS(=O)(=O)N(Cc1ccco1)CC(O)Cn1c2ccccc2c2ccccc21 (centres undefined)	7.5	-5	0	-8	9	2	-1	-27	-8
CNC(=O)NNC(=O)c1csc(-c2ccc(C(F)(F)F)cc2Cl)n1	5.7	-2	1	6	-25	4	2	-32	-20
CCC(C)C(=O)Nc1nnc(SCC(=O)NC2CCCCC2)s1 (centres undefined)	1.4	-26	2	-2	-5	-3	-2	1	2
Cc1[nH]n(-c2c(Cl)cc(Cl)cc2Cl)c(=O)c1C=Nc1ccc(S(=O)(=O)N2CCOCC2)cc1	0.9	-4	3	17	3	-2	-2	-3	-5
COc1ccc(NC(=O)C2CC(c3c(F)cccc3Cl)=NO2)cc1OC (centres undefined)	-2.0	-2	0	6	-6	-2	-2	-9	1
CC(C)Cn1nc(C(=O)Nc2cccc(S(=O)(=O)N3CCCC3)c2)c2ccccc2c1=O	0.3	.	0	-8	-5	-2	.	11	4
Cc1c(C(=O)N(C)C2CCCCC2)sc2ncnc(N3CCN(c4ccccc4F)CC3)c12	3.8	-40	0	-132	1	5	5	-7	1
COc1ccc(NC(=O)CC(C)C)c(OC)c1	4.6	-6	0	-1	4	0	0	-3	6
COCCNC(=O)Cn1cc2c(n1)CCCCC2	1.5	-7	4	54*	7	-3	0	-11	-4

Next structures follow.
SMILES	PP5 primary	core dimer inh	GRK2 aptamer HTS	VLA-4 inh	procasp7 counter	PP1 counter	CTSL1 counter	JMJD2C inh	proCasp3 act
O=C(COc1ccc(-c2nnco2)cc1)NC1CCCc2ccccc21 (centres undefined)	0.8	9	4	7	-2	-2	0	-5	5
O=C(c1cc(-n2cnnc2)ccc1Cl)N1CCN(c2nc(-c3ccccc3)cs2)CC1	2.2	13	1	7	0	1	1	-2	-2
CSc1sc(-c2n[nH]c(=S)n2C)c2c1C=CCC2	3.5	29	0	9	-11	10	-5	3	-11
O=c1[nH]c2ccc(Cl)cc2c(O)c1-c1ccccc1	1.1	-2	0	-5	5	-3	0	-13	-1
CCCCNC(=O)N(O)C1N(/N=C/c2cccs2)C(=S)SC1(C)C (centres undefined)	-0.1	-1	0	10	2	2	4	-25	-2
COCCNC(=S)Nc1ccc2nc(N3CCN(C)CC3)cc(C)c2c1	2.4	-16	0	-18	2	2	4	14	0
Cc1c(NC(=S)N/N=C/c2ccc(N(C)C)cc2)c(=O)n(-c2ccccc2)n1C	-0.2	-12	1	11	-7	0	8	-3	-1
CC1=C(C(=O)NCc2ccccc2)C(c2cccs2)n2ncnc2N1 (centres undefined)	-1.0	-5	0	-21	6	-3	-4	-7	6
COc1ccc(Br)cc1CN(C)CC(=O)Nc1ccccc1Cl	-0.1	3	0	9	4	0	4	-7	-3
CSCSC1=C(C#N)C(c2ccc(Cl)cc2)C(C(C)=O)=C(C)N1 (centres undefined)	-1.5	6	0	10	2	1	7	-2	3
CNC(=S)N1CCN(c2cccc(OC)c2)CC1	6.8	-1	2	14	5	-4	2	-6	6
COc1cc(/C=N/NC(=O)Cn2nnc3ccccc32)ccc1O	2.4	-7	7	2	5	-2	-3	-1	-4
COc1ccc(NC(=O)c2cc(C)on2)cc1OC	-0.6	-6	2	5	0	-4	3	5	10
COc1cc(C(=O)NCC2(c3ccccc3)CCCC2)cc(OC)c1OC	-1.1	3	0	12	4	0	1	-7	0
Cc1cc(Br)ccc1NC(=O)CCS(=O)(=O)c1cccc2nonc12	0.3	-9	1	-5	-6	-3	4	2	-5
N/C(=N\OC(=O)CCCC(=O)O)c1ncc(C(F)(F)F)cc1Cl	2.2	-3	1	-14	-9	-4	3	7	-6
O=C(c1ccco1)N1CCN(Cc2nc(Cc3ccccc3)no2)CC1	-1.6	-1	0	4	1	-6	-7	-4	-2

Bioassay records (PubChem BioAssay)
